NSD2 inh: inhibitors of human NSD2, primary screen, biochemical, plate reader, single point; Histone-lysine N-methyltransferase NSD2 (Homo sapiens), O96028; 44,000 tested, 0.07% active; NSD2-SET H3K36me1 DELFIA fluorescence; inhibition, % at 12.5 µM; in the data active means inhibition above about 54%, passing the limit was not always enough;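 further: inhibitors reduce the monomethyl H3K36 fluorescence signal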
Target sequence (O96028 whole entry, looked up): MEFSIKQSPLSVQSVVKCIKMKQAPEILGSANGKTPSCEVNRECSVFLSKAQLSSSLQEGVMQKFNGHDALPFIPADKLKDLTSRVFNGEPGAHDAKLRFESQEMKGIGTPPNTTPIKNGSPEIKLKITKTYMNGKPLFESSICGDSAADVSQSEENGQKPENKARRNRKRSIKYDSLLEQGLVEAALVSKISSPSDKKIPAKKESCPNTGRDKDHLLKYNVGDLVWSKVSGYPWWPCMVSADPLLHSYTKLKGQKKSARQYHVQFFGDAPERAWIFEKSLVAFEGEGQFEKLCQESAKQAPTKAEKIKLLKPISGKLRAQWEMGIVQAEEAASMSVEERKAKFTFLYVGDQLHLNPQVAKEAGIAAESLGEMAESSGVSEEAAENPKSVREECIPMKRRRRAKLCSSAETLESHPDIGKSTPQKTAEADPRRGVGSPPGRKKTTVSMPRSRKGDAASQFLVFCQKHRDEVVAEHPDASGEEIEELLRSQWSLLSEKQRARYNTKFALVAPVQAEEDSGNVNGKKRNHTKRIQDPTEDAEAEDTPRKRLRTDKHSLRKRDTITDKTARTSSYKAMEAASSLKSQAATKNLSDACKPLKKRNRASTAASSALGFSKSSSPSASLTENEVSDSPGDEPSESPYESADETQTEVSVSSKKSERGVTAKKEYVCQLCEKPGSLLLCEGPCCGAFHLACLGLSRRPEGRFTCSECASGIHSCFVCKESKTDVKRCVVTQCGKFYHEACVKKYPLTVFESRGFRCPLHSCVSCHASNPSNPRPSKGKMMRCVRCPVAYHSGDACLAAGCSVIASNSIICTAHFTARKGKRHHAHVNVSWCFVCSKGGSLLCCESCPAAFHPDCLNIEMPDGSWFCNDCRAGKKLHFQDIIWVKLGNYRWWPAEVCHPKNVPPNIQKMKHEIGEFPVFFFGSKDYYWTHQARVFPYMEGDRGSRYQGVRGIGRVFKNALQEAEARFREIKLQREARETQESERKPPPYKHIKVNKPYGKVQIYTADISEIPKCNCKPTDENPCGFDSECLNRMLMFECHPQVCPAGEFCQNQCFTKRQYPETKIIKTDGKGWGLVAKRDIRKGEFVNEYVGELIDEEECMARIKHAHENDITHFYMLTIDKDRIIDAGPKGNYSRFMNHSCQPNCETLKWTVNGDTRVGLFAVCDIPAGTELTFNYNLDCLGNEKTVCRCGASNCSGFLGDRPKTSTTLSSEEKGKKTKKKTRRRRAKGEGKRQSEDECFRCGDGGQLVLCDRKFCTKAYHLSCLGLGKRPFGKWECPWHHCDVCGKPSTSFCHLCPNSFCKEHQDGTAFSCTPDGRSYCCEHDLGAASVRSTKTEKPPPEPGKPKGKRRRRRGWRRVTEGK
The depositor's hits bear a star. These rows are one share of the data; rates above refer to the full screens.

> C[C@@H]1CN([C@H](C)CO)C(=O)Cc2cc(NS(=O)(=O)c3ccccc3)ccc2O[C@H]1CN(C)CC1CC1
  NSD2 inh: -3

> CCC(C)[C@@H](CO[C@@H](Cc1ccccc1)C(=O)N[C@@H](CCS(C)(=O)=O)C(=O)OC(C)C)NC[C@@H](N)CS (stereo not given in full)
  NSD2 inh: 0

> C[C@@H]1CN([C@@H](C)CO)C(=O)c2cc(N(C)C)ccc2O[C@H]1CN(C)S(=O)(=O)c1ccc(Cl)cc1
  NSD2 inh: -8

> C[C@H]1CN([C@@H](C)CO)C(=O)c2cccc(NS(=O)(=O)c3cn(C)cn3)c2O[C@H]1CN(C)C(=O)Nc1ccccc1
  NSD2 inh: 0

> C[C@@H]1CN([C@@H](C)CO)C(=O)c2cc(NS(=O)(=O)c3ccccc3)ccc2O[C@@H](C)CCCCO[C@@H]1CN(C)C(=O)Nc1ccccc1
  NSD2 inh: -2

> CN(C)c1ccc2c(c1)[C@@H]1C[C@H](CC(=O)NCc3ccc(Oc4ccccc4)cc3)O[C@@H](CO)[C@@H]1O2
  NSD2 inh: 4

> C[C@@H]1CN([C@@H](C)CO)C(=O)c2cc(-c3ccccc3F)cnc2O[C@H]1CN(C)C(=O)C1CCC1
  NSD2 inh: -1

> C[C@H]1CN([C@@H](C)CO)C(=O)c2cc(C#CC(C)(C)O)cnc2O[C@@H]1CN(C)C(=O)C1CCOCC1
  NSD2 inh: -3

> C[C@@H]1CN([C@@H](C)CO)C(=O)c2cc(C3=CCCCC3)cnc2O[C@@H]1CN(C)S(=O)(=O)c1cn(C)cn1
  NSD2 inh: -7

> Cc1noc(C)c1S(=O)(=O)Nc1ccc2c(c1)C(=O)N([C@@H](C)CO)C[C@@H](C)[C@H](CN(C)S(C)(=O)=O)O2
  NSD2 inh: 1

> COc1ccc(S(=O)(=O)Nc2ccc3c(c2)C(=O)N([C@H](C)CO)C[C@@H](C)[C@H](CN(C)CC2CC2)O3)cc1
  NSD2 inh: 0

> C[C@@H]1CN([C@@H](C)CO)C(=O)CCCn2cc(nn2)CO[C@@H]1CN(C)C(=O)Nc1cccc2ccccc12
  NSD2 inh: 2

> C[C@@H]1CN([C@H](C)CO)C(=O)c2cccc(NC(=O)Nc3ccc(F)cc3)c2O[C@@H]1CN(C)Cc1ccc(C(=O)Nc2ccccc2N)cc1
  NSD2 inh: 6

> Cc1noc(C)c1S(=O)(=O)N(C)C[C@@H]1Oc2ccc(NS(=O)(=O)c3ccccc3)cc2CC(=O)N([C@@H](C)CO)C[C@@H]1C
  NSD2 inh: 2

> Cc1ccc(S(=O)(=O)N(C)C[C@H]2Oc3ccc(NC(=O)NC(C)C)cc3C(=O)N([C@@H](C)CO)C[C@@H]2C)cc1
  NSD2 inh: -3

> CO[C@H](CN(C)C(=O)c1ccc2c(c1)OCO2)[C@@H](C)CN([C@@H](C)CO)S(=O)(=O)c1ccc(C)cc1
  NSD2 inh: 15

> C[C@@H]1CN([C@H](C)CO)C(=O)c2cc(NC(=O)Nc3cccc4ccccc34)ccc2O[C@@H]1CN(C)S(=O)(=O)c1cccs1
  NSD2 inh: -1

> COC(=O)CCCCCCC(=O)N/N=C/C=C/c1ccc(O)c(OC)c1
  NSD2 inh: -1

> C[C@H](CO)N1C[C@H](C)[C@H](CN(C)S(=O)(=O)c2cn(C)cn2)Oc2ccc(NC(=O)Nc3cccc4ccccc34)cc2CC1=O
  NSD2 inh: 1

> O=C(C[C@H]1C[C@H]2c3cc(NC(=O)C4CCOCC4)ccc3O[C@H]2[C@@H](CO)O1)NCc1ccncc1
  NSD2 inh: 2

> CCCCN(CC)C(=O)Cn1c(=O)n(Cc2ccccc2Cl)c(=O)c2cc(OC)c(OC)cc21
  NSD2 inh: -1

> CCCNC(=O)C[C@H]1C[C@H]2c3cc(NC(=O)Cc4ccncc4)ccc3O[C@H]2[C@H](CO)O1
  NSD2 inh: 2

> C[C@H]1CN([C@@H](C)CO)C(=O)Cc2cc(NS(C)(=O)=O)ccc2O[C@H]1CN(C)Cc1ccc(C(=O)Nc2ccccc2N)cc1
  NSD2 inh: -5

> COc1ccc(-c2cn(CCNC(=O)[C@H](Cc3ccccc3)NS(=O)(=O)c3ccc(C)cc3)nn2)cc1OC
  NSD2 inh: 8

> C[C@H]1CN([C@@H](C)CO)S(=O)(=O)c2ccc(C#CC3CC3)cc2O[C@H]1CN(C)C(=O)c1ccccc1
  NSD2 inh: -7

> C[C@@H]1CCCCO[C@@H](CN(C)S(=O)(=O)c2ccc(Cl)cc2)[C@H](C)CN([C@H](C)CO)C(=O)c2cc(NC(=O)NC3CCCCC3)ccc2O1
  NSD2 inh: 0

> Cc1noc(C)c1S(=O)(=O)N(C)C[C@H]1Oc2ccc(NC(=O)Nc3ccc4c(c3)OCO4)cc2CC(=O)N([C@H](C)CO)C[C@@H]1C
  NSD2 inh: -1

> CCCN(C)C[C@H]1OCCCC[C@@H](C)Oc2ccc(NS(=O)(=O)c3ccc(OC)cc3)cc2C(=O)N([C@H](C)CO)C[C@@H]1C
  NSD2 inh: -1

> C[C@H]1CN([C@@H](C)CO)C(=O)Cc2cc(NC(=O)CCC(F)(F)F)ccc2O[C@@H]1CN(C)Cc1ccc(Cl)c(Cl)c1
  NSD2 inh: -9

> COC(=O)C[C@@H]1C[C@H]2c3cc(NC(=O)Nc4ccccc4)ccc3O[C@H]2[C@H](CO)O1
  NSD2 inh: 11

> COc1ccc(CN(C)C[C@H]2OCCCC[C@H](C)Oc3ccc(NC(=O)Nc4ccccc4)cc3C(=O)N([C@H](C)CO)C[C@H]2C)cc1
  NSD2 inh: 3

> C[C@H](CO)N1C[C@H](C)[C@H](CN(C)C(=O)Nc2cccc3ccccc23)Oc2ccc(NC(=O)Nc3ccc(F)cc3)cc2CC1=O
  NSD2 inh: -3

> COc1ccc(S(=O)(=O)Nc2ccc3c(c2)CC(=O)N([C@@H](C)CO)C[C@H](C)[C@H](CN(C)Cc2ccc(Oc4ccccc4)cc2)O3)cc1
  NSD2 inh: -8

> O=C(C[C@H]1C[C@@H]2c3cc(NS(=O)(=O)c4ccccc4)ccc3O[C@@H]2[C@@H](CO)O1)NCC(F)(F)F
  NSD2 inh: 0

> C[C@@H]1CN([C@H](C)CO)C(=O)Cc2cc(NC(=O)NC3CCCCC3)ccc2O[C@H]1CN(C)C(=O)Nc1ccc2c(c1)OCO2
  NSD2 inh: 1

> CC(C)NC(=O)N(C)C[C@@H]1OCCCC[C@@H](C)Oc2ccc(NC(=O)Nc3ccc(C(F)(F)F)cc3)cc2C(=O)N([C@@H](C)CO)C[C@H]1C
  NSD2 inh: -6

> Cc1noc(C)c1S(=O)(=O)N(C)C[C@@H]1Oc2c(NC(=O)C3CCOCC3)cccc2C(=O)N([C@H](C)CO)C[C@@H]1C
  NSD2 inh: 1

> COc1ccc(CN(C)C[C@@H]2OCCCC[C@@H](C)Oc3ccc(NC(=O)c4ccccc4)cc3C(=O)N([C@@H](C)CO)C[C@@H]2C)cc1
  NSD2 inh: -1

> Cc1ccc(-c2ccc3c(c2)O[C@@H](CN(C)Cc2ccc(C(=O)O)cc2)[C@H](C)CN([C@H](C)CO)S3(=O)=O)cc1
  NSD2 inh: 2

> COCC(=O)N(C)C[C@H]1Oc2ncc(C#Cc3ccncc3)cc2C(=O)N([C@H](C)CO)C[C@@H]1C
  NSD2 inh: -3

> CC1OC(=O)CC2C(C(=O)O)=CC3CC(C)(C)CC312 (stereo not given)
  NSD2 inh: 5

> C[C@H]1CN([C@@H](C)CO)C(=O)Cc2cc(NC(=O)c3ccncc3)ccc2O[C@H]1CN(C)S(=O)(=O)c1ccccc1
  NSD2 inh: -1

> C[C@H](CO)N1C[C@H](C)[C@@H](CN(C)Cc2ccc(Oc3ccccc3)cc2)Oc2c(NC(=O)Nc3ccc(C(F)(F)F)cc3)cccc2C1=O
  NSD2 inh: 8

> Cc1noc(C)c1NC(=O)N(C)C[C@@H]1Oc2cc(C#CCC(C)C)ccc2S(=O)(=O)N([C@@H](C)CO)C[C@@H]1C
  NSD2 inh: 6

> C[C@@H]1CN([C@@H](C)CO)C(=O)Cc2cc(NC(=O)CCCCCC(=O)Nc3ccccc3N)ccc2O[C@H]1CN(C)S(=O)(=O)c1ccc(F)cc1
  NSD2 inh: -20

> C[C@@H]1CN([C@H](C)CO)S(=O)(=O)c2ccc(-c3cncnc3)cc2O[C@H]1CN(C)C(=O)Cc1ccccc1
  NSD2 inh: 5

> C[C@@H]1CN([C@H](C)CO)C(=O)c2cccc(NC(=O)C3CCCCC3)c2O[C@H]1CN(C)S(=O)(=O)c1ccccc1
  NSD2 inh: -2

> C[C@H]1CN([C@@H](C)CO)C(=O)Cc2cc(NS(=O)(=O)c3cn(C)cn3)ccc2O[C@@H]1CN(C)Cc1ccc(-c2ccccc2)cc1
  NSD2 inh: 0

> C[C@@H]1CN([C@H](C)CO)C(=O)c2cccc(NC(=O)Nc3ccc(F)cc3)c2O[C@H]1CN(C)Cc1ccc(C(=O)O)cc1
  NSD2 inh: -1

> C[C@H]1CCCCO[C@@H](CN(C)S(=O)(=O)c2cccs2)[C@@H](C)CN([C@@H](C)CO)C(=O)c2cc(NC(=O)Nc3ccc(F)cc3)ccc2O1
  NSD2 inh: 5

> Cn1c(=O)c2c(nc(SCc3nn[nH]n3)n2Cc2ccccc2)n(C)c1=O
  NSD2 inh: -3

> C[C@@H]1CN([C@H](C)CO)C(=O)Cc2cc(NC(=O)Cn3cnnn3)ccc2O[C@H]1CN(C)S(C)(=O)=O
  NSD2 inh: 13

> C[C@@H]1CN([C@@H](C)CO)C(=O)Cc2cc(NC(=O)CCN3CCOCC3)ccc2O[C@H]1CN(C)C(=O)Nc1ccc(F)cc1
  NSD2 inh: 0

> C[C@@H]1CN([C@@H](C)CO)C(=O)c2cc(C#CC3CCCC3)cnc2O[C@@H]1CN(C)S(=O)(=O)c1cccc(F)c1
  NSD2 inh: 6

> C[C@@H]1CN([C@@H](C)CO)C(=O)c2cc(-c3ccccc3F)cnc2O[C@@H]1CN(C)C
  NSD2 inh: 0

> C=CC1c2ccccc2/C=C(C(=O)OC)\C(C(=O)OC)=C/N1Cc1ccc(OC)cc1 (stereo not given)
  NSD2 inh: 1

> C[C@H]1CCCCO[C@H](CN(C)S(=O)(=O)c2cccs2)[C@@H](C)CN([C@@H](C)CO)C(=O)c2cc(NC(=O)NC3CCCCC3)ccc2O1
  NSD2 inh: 2

> C[C@H]1CN([C@@H](C)CO)C(=O)c2cc(NC(=O)Cc3cn(C)c4ccccc34)ccc2O[C@@H]1CN(C)S(=O)(=O)c1ccc(F)cc1
  NSD2 inh: -3

> C/C=C/c1cnc2c(c1)C(=O)N([C@H](C)CO)C[C@@H](C)[C@@H](CN(C)C(=O)NC1CCCC1)O2
  NSD2 inh: -9

> C[C@H](CO)N1C[C@H](C)[C@H](CN(C)C(=O)Nc2ccccc2)OCCCC[C@H](C)Oc2ccc(NC(=O)NC3CCCCC3)cc2C1=O
  NSD2 inh: 0

> C[C@@H]1CCCCO[C@H](CN(C)C(=O)Nc2ccc(C(F)(F)F)cc2)[C@@H](C)CN([C@@H](C)CO)C(=O)c2cc(NC(=O)c3ccncc3)ccc2O1
  NSD2 inh: 1

> COc1ccc(CN(C)C[C@H]2OCCCC[C@H](C)Oc3ccc(NC(=O)Nc4ccc(C(F)(F)F)cc4)cc3C(=O)N([C@@H](C)CO)C[C@@H]2C)cc1
  NSD2 inh: 23

> C[C@H](CO)N1C[C@H](C)[C@H](CN(C)C(=O)Nc2ccccc2)Oc2ccc(NS(=O)(=O)c3ccccc3)cc2C1=O
  NSD2 inh: 5

> C[C@H]1CN([C@@H](C)CO)C(=O)c2cc(N(C)C)ccc2O[C@@H]1CN(C)S(=O)(=O)c1cccs1
  NSD2 inh: 1

> C[C@H]1CN([C@@H](C)CO)C(=O)Cc2cc(NC(=O)C3CC3)ccc2O[C@H]1CN(C)C(=O)Nc1ccccc1
  NSD2 inh: 1

> COCCNC(=O)C[C@H]1C[C@H]2c3cc(NC(=O)Nc4ccc(C(F)(F)F)cc4)ccc3O[C@H]2[C@@H](CO)O1
  NSD2 inh: -2

> C[C@H](CO)N1C[C@H](C)[C@H](CN(C)Cc2ccc(Cl)c(Cl)c2)Oc2ccc(NC(=O)Cc3cn(C)c4ccccc34)cc2C1=O
  NSD2 inh: 1

> COc1ccc(OC)c2c(C)cc(=O)[nH]c12
  NSD2 inh: 3

> CN1C(=O)c2cccc3c(S(=O)(=O)Nc4ccc(O)c(C(=O)O)c4)ccc1c23
  NSD2 inh: 0

> C[C@@H]1CN([C@@H](C)CO)C(=O)c2cccc(NC(=O)c3ccncc3)c2O[C@H]1CN(C)C(=O)Nc1cccc2ccccc12
  NSD2 inh: 1

> C[C@H](CO)N1C[C@H](C)[C@H](CN(C)CC2CCCCC2)Oc2ccc(NS(=O)(=O)c3cn(C)cn3)cc2C1=O
  NSD2 inh: 8

> CO[C@H]1O[C@H](CO)[C@@H](OC(=O)Nc2ccc3c(c2)OCO3)[C@@H]2OC(=O)[C@@H](Cc3ccccc3)C/C=C/C[C@H](Cc3ccccc3)C(=O)O[C@@H]12
  NSD2 inh: -4

> C[C@H]1CN([C@@H](C)CO)C(=O)Cc2cc(NC(=O)c3ccncc3)ccc2O[C@@H]1CN(C)Cc1ccc(Cl)c(Cl)c1
  NSD2 inh: 11

> C[C@@H]1CN([C@@H](C)CO)C(=O)CCCn2nncc2CO[C@@H]1CN(C)S(=O)(=O)c1cccs1
  NSD2 inh: 6

> C[C@H](CO)N1C[C@H](C)[C@H](CN(C)S(=O)(=O)c2cn(C)cn2)Oc2ccc(NS(=O)(=O)c3cn(C)cn3)cc2C1=O
  NSD2 inh: 0

Reformatted with the structure last: part of the list above.
NSD2 inh,SMILES
-1,COC(=O)CCCCCCC(=O)N/N=C/C=C/c1ccc(O)c(OC)c1
1,C[C@H](CO)N1C[C@H](C)[C@H](CN(C)S(=O)(=O)c2cn(C)cn2)Oc2ccc(NC(=O)Nc3cccc4ccccc34)cc2CC1=O

Further results.
> O=S(=O)(NCc1ccc(Cl)cc1)c1cnc[nH]1
  NSD2 inh: 0

> C[C@H]1CN([C@@H](C)CO)C(=O)CCCn2nncc2CO[C@H]1CN(C)Cc1cccc(C(=O)O)c1
  NSD2 inh: 3

> C[C@@H]1CN([C@@H](C)CO)C(=O)c2cc(C#Cc3cccnc3)cnc2O[C@@H]1CN(C)S(C)(=O)=O
  NSD2 inh: -44

> COc1ccc(NC(=O)Nc2ccc3c(c2)C(=O)N([C@H](C)CO)C[C@H](C)[C@@H](CN(C)C(=O)Cc2ccccc2)OCCCC[C@H](C)O3)cc1
  NSD2 inh: -7
